High-throughput results deposited in PubChem BioAssay by several laboratories.
core dimer inh: HCV core protein dimerization inhibition. 0.33% of 300,000 active. TR-FRET GST/Flag-core106 dimerization, 1536-well. inhibition, % at 5 µM;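 active means inhibition above the mean of all tested compounds plus 3 SD, set per screening campaign, cut at about 45% in these data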
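System: GST/Flag-tagged HCV core106 proteins. Incubation: compound-protein-antibody incubation 4 h at 22.5 °C. Technique: HTRF with 340 nm excitation, 617/671 nm emission. Medium: KF-containing HEPES buffer, pH 7.45, DTT, CHAPS, BSA. Read-out: inhibition (%) from 671 over 617 nm ratio. Also added: Eu(K)-anti-GST 90 ng/mL plus XL665-anti-Flag 1 µg/mL.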
PP5 primary: PP5 (human) phosphatase inhibition; 0.18% of 320,000 active; P53041; purified PP5c, OMFP substrate fluorescence; inhibition, % at 6.7 µM;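 active means inhibition above the campaign's mean inhibition across all tested compounds plus 3 SD, cut at about 9.5% in these data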;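 further: 0% = DMSO only and 100% = 100 µM cantharidin control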
Efflux pump inh: blocks antifungal efflux pumps in multiplex yeast assay; inhibition, % at 10 µM; S. cerevisiae Candida pump triplex, Nile Red efflux; AID 485275; 0.44% of 330,000 active;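 active means plate passing quality check with inhibition over a set limit, or well fluorescence over plate mean plus 4 SD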;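 further: Nile Red retained in pooled yeast measured as flow cytometry median fluorescence; 0% = buffer negative control and 100% = Enniatin B positive control; higher means more Nile Red kept so more efflux inhibition; some compounds called inactive have numbers as strong as hits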
GASC-1 inh: human JMJD2C demethylase inhibition; Q9H3R0; GST-JMJD2C(1-420) H3K9me3 demethylation, DELFIA europium; inhibition, % at 2.35 µM; 0.069% of 330,000 active; AID 2099;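 active means more than half of a compound's replicate wells show inhibition beyond 50%, single wells judged on their own value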;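 further: signal counts dimethyl H3K9 product captured on neutravidin plate; 0% = median of DMSO wells and 100% = 0.3 times that DMSO median; strong numbers were not always called active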
Target sequence (Q9H3R0 1-420 limits assumed): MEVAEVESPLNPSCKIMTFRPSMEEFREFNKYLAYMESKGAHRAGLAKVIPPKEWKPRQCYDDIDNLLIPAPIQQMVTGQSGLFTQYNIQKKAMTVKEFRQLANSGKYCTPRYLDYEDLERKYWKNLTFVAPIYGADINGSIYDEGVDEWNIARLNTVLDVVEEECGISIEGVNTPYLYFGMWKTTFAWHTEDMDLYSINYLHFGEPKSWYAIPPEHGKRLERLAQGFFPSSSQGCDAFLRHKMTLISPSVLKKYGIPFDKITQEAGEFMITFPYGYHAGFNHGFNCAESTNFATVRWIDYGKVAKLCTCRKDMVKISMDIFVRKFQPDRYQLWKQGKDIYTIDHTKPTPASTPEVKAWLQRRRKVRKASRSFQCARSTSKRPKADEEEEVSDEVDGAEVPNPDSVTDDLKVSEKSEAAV
proCasp7 act: counter-screen: procaspase-7 (human) activation | recombinant procaspase-7, Ac-DEVD-pNA absorbance 405 nm; D23A/D198A/D206A triple mutant, cannot self-cleave; scale: DMSO 0, 5 µM enzyme 100 | 0.093% of 330,000 active | P55210 | activation, % at 8.5 µM;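 active means percent activation above the screen-wide mean plus 3 SD, cut at about 25% in these data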
Target sequence (P55210 whole entry D23A/D198A/D206A): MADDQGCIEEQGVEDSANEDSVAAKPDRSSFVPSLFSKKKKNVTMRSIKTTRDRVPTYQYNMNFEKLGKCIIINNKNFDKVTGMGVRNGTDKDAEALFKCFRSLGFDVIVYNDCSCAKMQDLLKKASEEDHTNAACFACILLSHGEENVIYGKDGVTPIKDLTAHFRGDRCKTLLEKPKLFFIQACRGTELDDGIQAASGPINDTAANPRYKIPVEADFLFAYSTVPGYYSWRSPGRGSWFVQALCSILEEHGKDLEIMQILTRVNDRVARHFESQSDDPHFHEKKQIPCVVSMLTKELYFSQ
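Detection: p-Nitroaniline absorbance at 405 nm, read at 0 and 120 min; system: Uncleavable procaspase-7 mutant enzyme; evaluation: % activation from two-timepoint absorbance difference, scaled to controls; times: 1 h enzyme–compound preincubation and 2 h substrate reaction, both 25 °C; buffer or medium: Zinc-free HEPES pH 7.4 with 300 mM NaCl, 0.01% Triton X-100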
Fh CTSL1 inh: counter-screen for PFM18AAP inhibitors: inhibitors of F. hepatica cathepsin L1. recombinant F. hepatica cathepsin L1, Z-Leu-Arg-MCA fluorescence. inhibition, % at 5.96 µM. 0.49% of 300,000 active. AID 1906;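 active means inhibition above the mean of all tested compounds plus 3 SD, set per screening campaign, cut at about 17% in these data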;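 further: 0% = plate median of test compound wells and 100% = 1 µM Z-Phe-Ala-diazomethylketone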
TPT1 inh: blocks Candida albicans tRNA 2'-phosphotransferase. recombinant caTPT1, FP RNA substrate dephosphorylation. AID 1962. 0.81% of 300,000 active. inhibition, % at 5 µM;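 active means inhibition above the mean of all tested compounds plus 3 SD, set per screening campaign, cut at about 24% in these data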;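 further: plate controls were DMSO alone for no effect and ferristatin control at 100 nM for full effect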
procasp3 activ: activates human procaspase-3; recombinant procaspase-3 D3A, Ac-DEVD-pNA absorbance 405 nm; activation, % at 8.5 µM; 0.11% of 330,000 active; AID 463141;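 active means activation above the mean of all tested compounds plus 3 SD, cut at about 21% in these data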;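 further: 0% = DMSO alone and 100% = DMSO wells spiked with extra 5 µM PC-3 D3A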
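Compound: 8.5 µM single point, 0.8% DMSO / Material: Autoprocessing-dead procaspase-3 D3A mutant enzyme / Timing: 1 h preincubation plus 2 h reaction at 25 °C / Medium: Zinc-free HEPES/NaCl buffer with 0.01% Triton X-100 at pH 7.4 / Technique: 405 nm absorbance of p-nitroaniline, reads at 0 and 120 min / Repeats: one well per compound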
PP1 counter: PP1-alpha (human) inhibition in PP5 counter-screen; P62136; purified PP1alpha, OMFP fluorescence; inhibition, % at 6.7 µM; 0.9% of 320,000 active;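 active means inhibition above the mean inhibition of all tested compounds plus 3 SD, computed separately for each screening campaign, cut at about 15% in these data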
Target sequence (P62136 whole entry, looked up): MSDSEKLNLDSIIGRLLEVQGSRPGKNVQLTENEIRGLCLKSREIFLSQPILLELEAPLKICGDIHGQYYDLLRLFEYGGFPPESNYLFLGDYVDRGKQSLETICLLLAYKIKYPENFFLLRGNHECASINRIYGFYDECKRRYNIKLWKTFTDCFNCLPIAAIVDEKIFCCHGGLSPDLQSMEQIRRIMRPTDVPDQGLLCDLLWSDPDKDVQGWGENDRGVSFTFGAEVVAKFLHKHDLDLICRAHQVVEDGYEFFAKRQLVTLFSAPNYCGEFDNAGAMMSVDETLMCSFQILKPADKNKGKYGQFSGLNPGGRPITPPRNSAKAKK
Active calls of the source: *; nt = no result given. Hits appear at their usual frequency. Share with any hit: about 2.9%.

SMILES	core dimer inh	PP5 primary	Efflux pump inh	GASC-1 inh	proCasp7 act	Fh CTSL1 inh	TPT1 inh	procasp3 activ	PP1 counter
COc1ccc(C(=O)OCC(=O)C(C)(C)C)cc1S(=O)(=O)N(C)CCc1cccnc1	-2.2	1.4	-0.1	6.2	3.3	-7.5	-2.3	5.5	-1.2
C=CCN(C(=O)CSC1=NC(=O)CN1C(C)=O)c1nc(C)c(-c2ccccc2)s1	-6.1	3.4	-0.1	-3.8	-8.6	18.9*	2.8	2.8	-6.5
CC(=O)c1ccc(N2CCN(C(=O)c3cc(-c4cccnc4)nc4ccc(Br)cc34)CC2)cc1	42.1	2.9	-0.1	14.5	0.0	0.4	2.2	-2.9	2.3
O=C(NCc1cccnc1)Nc1cccc(NC(=O)NCc2cccnc2)c1	-3.0	2.1	0.0	-7.9	0.7	-1.1	-3.1	9.7	-2.0
CC(C)(C)[C@H]1COC(=O)CCC/C=C/C[C@H](CC(=O)N(CCO)Cc2ccccc2)C(=O)N1	nt	nt	0.3	-3.6	-4.9	nt	nt	4.7	nt
CCn1c(=O)cc(SCC(=O)N(C)Cc2ccccc2)c2ccccc21	-2.6	-3.2	0.0	5.8	-3.5	5.9	-0.1	4.9	-4.0
COc1cc(/C=C2/C(=N)N3C(=NC2=O)SN=C3S(=O)(=O)C(C)C)ccc1OC(=O)c1ccco1	1.4	-2.4	0.0	1.2	9.6	-3.2	8.6	-9.1	7.0
O=C(Nc1ccccc1C(=O)O)c1ccccc1	1.9	1.1	0.1	51.5	-2.5	-1.8	-5.6	-10.7	2.0
O=C(Cc1c(Cl)cccc1Cl)OCC(=O)N1CCN(C(=O)c2ccco2)CC1	-1.9	0.5	0.0	32.9	3.5	-12.9	1.8	-1.5	-1.4
N#Cc1c(N)n(CCNC(=O)c2cccs2)c2nc3ccccc3nc12	6.7	0.8	0.0	6.6	-3.4	4.9	62.9*	-3.2	-1.2
Cc1nn(-c2ccccc2)c2c1C(c1ccc(F)cc1)C(C#N)=C(N)O2 (stereo unspecified)	-4.9	3.8	0.1	-4.2	-7.1	0.5	1.0	1.6	-2.1
O=C(C[n+]1ccccc1)Nc1c(Cl)cc(Cl)cc1Cl	1.2	3.4	0.0	-2.8	7.7	-2.9	-5.4	-4.5	1.1
Cc1ccccc1NC(=O)CCc1c(C)nn(-c2ccc(N3CCCCC3)nn2)c1C	-8.2	1.4	0.2	32.3	-2.8	-1.1	0.0	1.0	1.1
Cc1ccc(S(=O)(=O)N[C@@H](CC(C)C)C(=O)N2CCC(C(=O)N[C@@H](Cc3ccccc3)C(=O)O)CC2)cc1	-2.1	2.9	-0.2	44.2	21.4	-2.7	-2.4	13.6	-0.8
COc1ccc(OC)c(-n2c(SCC(=O)NCc3ccco3)nnc2-c2c[nH]c3ccccc23)c1	15.9	2.1	0.0	-4.1	11.4	2.1	-0.2	6.6	-3.8
CC1CCCC(NC(=O)CN2C(=O)NC(C)(c3cc(F)ccc3F)C2=O)C1C (stereo unspecified)	nt	nt	0.0	-1.4	1.9	nt	nt	9.6	nt
CCCOc1ccc(C(=O)NCC(c2ccco2)N(C)C)cc1 (stereo unspecified)	-2.3	0.2	0.0	2.1	-3.0	-1.9	-1.9	4.0	-2.6
O=C(CCN1C(=O)/C(=C/c2ccccc2Cl)SC1=S)Nc1cccnc1	1.8	4.6	-0.2	-7.7	-0.1	-0.8	-2.6	-4.3	15.2*
Cc1nn(CC(=O)Nc2ccc(N3CCOCC3)cc2)c(C)c1Br	-3.9	1.4	-0.1	11.8	0.2	-1.4	4.6	5.3	-6.2
CC1CN(S(=O)(=O)c2ccc(C(=O)N(CCCN(C)C)c3nc4c(Cl)cccc4s3)cc2)CC(C)O1 (stereo unspecified)	-0.9	-0.9	-0.1	0.5	10.2	1.3	-2.1	-1.0	-0.9
O=C(NNC1=NS(=O)(=O)c2ccccc21)c1ccc([N+](=O)[O-])cc1	5.6	0.8	-0.5	5.2	0.9	2.3	-0.6	5.7	1.3
CN(C)CCn1c(SCc2ccccc2C#N)nc2c(sc3ccccc32)c1=O	-1.9	0.3	0.1	8.7	1.7	3.0	6.6	11.1	1.0
Cc1noc(C)c1COc1ccc(C(=O)N2CCN(S(=O)(=O)c3ccc(Cl)cc3)CC2)cc1	7.3	-1.4	0.1	-3.3	2.9	-5.3	0.6	2.8	0.1
O=C(CNC(=O)/C=C/c1ccccc1)N=Nc1c(O)n(Cc2ccccc2)c2ccccc12	28.6	0.8	0.0	10.4	5.4	1.2	-3.0	-0.9	5.5
COc1ccc(C(=O)OCC(=O)c2c[nH]c3ccccc23)cc1OC	nt	2.4	0.2	nt	-0.8	nt	nt	7.1	-2.1
Continued:
SMILES	core dimer inh	PP5 primary	Efflux pump inh	GASC-1 inh	proCasp7 act	Fh CTSL1 inh	TPT1 inh	procasp3 activ	PP1 counter
COc1ccccc1OCCCOc1c(C)cc(C)cc1Br	1.4	2.1	-0.1	3.0	7.3	-1.1	-2.5	14.8	-1.1
CC1CCN(C(=O)c2ccc(NC(=O)CC3SC(N4CCCC4)=NC3=O)cc2)CC1 (stereo unspecified)	-0.3	4.6	0.2	-3.3	0.7	2.3	-5.0	-3.8	-1.8
Cc1oc(-c2ccccc2F)nc1CN1CCC(C(=O)NCCC2=CCCCC2)CC1	-2.7	3.8	0.3	8.5	2.3	1.9	-1.2	0.3	-0.9
COc1cc(CCC(=O)OCC(=O)NCCc2ccc(S(N)(=O)=O)cc2)cc(OC)c1OC	nt	nt	0.0	-0.6	9.7	nt	nt	5.6	nt
COCCN(C(=S)Nc1cccc(C)c1)C(C)c1cccs1 (stereo unspecified)	-1.8	0.9	-0.1	-1.4	3.0	0.1	-1.0	5.4	1.7
CCCc1cc(=O)oc2cc(OCC(=O)Nc3ccccn3)ccc12	-3.1	2.3	0.2	9.7	-4.9	1.3	-1.3	2.4	-3.7
CCOC(=O)C1=C(CN2CCc3ccccc32)NC(=O)NC1c1cc(C)ccc1C (stereo unspecified)	14.6	-0.9	0.0	1.9	1.2	1.9	1.0	2.8	13.3
CCc1ccc(C(C)NC(=S)NCc2ccc(F)cc2)cc1 (stereo unspecified)	-6.3	4.4	0.1	0.1	-3.4	-3.9	-1.7	4.4	2.4
C=CCNc1nc(C(F)(F)F)nc2c1nnn2Cc1ccccc1Cl	-4.2	7.6	0.2	-5.5	-9.0	3.1	-1.1	5.5	1.1
Cn1c(C(=O)c2ccccc2)nc2ccccc21	-1.0	3.9	0.2	8.1	10.9	-4.1	1.0	-1.8	-1.0
CC(C)Cc1ccc(C(C)C(=O)Nc2ccc(O)cc2)cc1 (stereo unspecified)	0.5	6.5	-1.2	-0.2	0.0	1.8	-1.5	-2.6	0.5
COc1ccc(CN2C(=NC(=O)CCC3CCCC3)SC3CS(=O)(=O)CC32)cc1 (stereo unspecified)	8.9	0.6	0.1	1.4	-3.6	-2.5	-3.4	-4.8	0.9
O=C(Nc1ccc2c(c1)OCO2)c1cccc2c1C(=O)N(C1CCCCC1)C2	9.8	0.7	0.0	-0.9	-1.3	-0.4	-3.9	3.1	-2.1
Cc1ccsc1C(=O)OCC(=O)NC1CCCC1	nt	1.3	-0.1	nt	4.2	nt	nt	-5.6	0.3
CN(C)S(=O)(=O)N1CCN(C(=O)c2ccccc2)CC1	-0.5	0.0	0.1	-0.8	-1.6	-1.2	1.4	-0.1	1.8
CCNc1nc(NCc2ccccc2)nc(SCC(=O)Nc2ccccc2)n1	4.0	4.8	-0.4	-0.8	1.4	2.8	1.2	0.2	4.6
CCCC(=O)NC(Nc1cccc(C(F)(F)F)c1)C(Cl)(Cl)Cl (stereo unspecified)	-3.8	4.7	0.1	-5.2	0.5	-0.4	4.5	-0.2	1.4
CCn1c(SCC(=O)NCCOC)nc2sc3c(c2c1=O)CCCC3	2.7	1.5	0.1	2.6	-2.5	2.4	3.1	7.2	-0.6
Fc1ccc2nc(Nc3nc4cc5c(cc4s3)OCO5)sc2c1	5.4	-1.4	-0.4	2.8	-77.4	-0.9	1.6	-136.6	8.1
Nc1c(C(=O)Nc2ccc3c(c2)OCCO3)nnn1Cc1ccc(Br)cc1	2.5	-0.1	0.0	11.8	-2.9	4.8	-1.2	-3.3	-0.4
CCc1c(C)nc2ncnn2c1N1CCCC(C(=O)NCCc2ccc(OC)cc2)C1 (stereo unspecified)	-1.0	-1.9	0.0	-2.8	7.7	-0.3	-2.1	2.2	-4.7
COc1ccc([N+](=O)[O-])cc1N1C(=O)c2cccnc2C1=O	-3.5	2.8	0.1	9.2	0.8	2.2	-3.2	1.9	0.4
O=c1[nH]c(SCc2cccc(Cl)c2)nc2[nH]ncc12	0.5	2.9	0.1	-32.2	-3.4	-3.7	1.6	-2.5	-3.5
COC(=O)c1c(NC(=O)CN2C(=O)NC3(CCC(C(C)(C)C)CC3)C2=O)sc2c1CCCCC2 (stereo unspecified)	13.1	1.6	0.2	-1.3	4.5	-3.2	0.8	0.6	-2.6
COc1cccc(C(=O)N=c2sc3c(C)ccc(OC)c3n2C)c1	-5.1	0.2	-0.1	14.4	-8.6	0.1	-6.1	6.2	-3.4
(continued)
SMILES	core dimer inh	PP5 primary	Efflux pump inh	GASC-1 inh	proCasp7 act	Fh CTSL1 inh	TPT1 inh	procasp3 activ	PP1 counter
CCOC(=O)N1CCN(C(=O)c2cc3c(s2)-c2ccc(Cl)cc2S(=O)(=O)C3)CC1	6.0	-0.7	0.0	-4.2	5.1	2.4	0.1	1.4	-0.8
COC(=O)c1c(NC(=O)COC(=O)CNC(=O)c2ccco2)sc(C)c1C	-11.3	2.7	-0.1	-0.5	1.6	-1.4	-1.4	1.6	-1.4
CSc1ncccc1C(=O)N1CCCC(C(=O)c2ccc3ccccc3c2)C1 (stereo unspecified)	8.4	1.4	0.1	-19.0	3.0	-1.9	1.3	7.5	-7.7
Cc1ccc(C(=O)Nc2ccncc2)cc1S(=O)(=O)N1CCOCC1	-5.2	2.0	0.2	10.0	3.1	-0.2	2.0	-2.1	-2.7
CN(C(=O)c1cc(COc2ccc(F)cc2Cl)on1)C1CCCc2ccccc21 (stereo unspecified)	13.5	5.0	0.0	13.4	3.9	-2.2	-0.8	3.9	0.5
O=S(=O)(Nc1ccc(O)c(Sc2nc3ccccc3s2)c1)c1cccc2ccccc12	20.8	2.7	-0.3	-2.1	-10.4	1.6	-0.9	0.5	5.9
CC(C(=O)Nc1nccs1)N1C(=O)C2CC=CCC2C1=O (stereo unspecified)	-4.5	2.4	0.0	4.9	13.0	0.1	-4.3	-2.4	-1.4
